Mcl1-Bid inh: disrupts binding of human Mcl-1 to Bid peptide; TR-FRET Mcl-1/Bid-Dy647 peptide binding, 1536-well; inhibition, % at 21.7 µM; 220,000 tested, 0.97% active;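 active = compounds that cut the binding signal by more than half at the single screening dose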;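 also: His-tagged Mcl-1 with europium anti-His antibody binding Bid BH3 peptide; 0% = Mcl-1 plus peptide wells and 100% = peptide-only wells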
Target sequence (Q07820 whole entry, looked up): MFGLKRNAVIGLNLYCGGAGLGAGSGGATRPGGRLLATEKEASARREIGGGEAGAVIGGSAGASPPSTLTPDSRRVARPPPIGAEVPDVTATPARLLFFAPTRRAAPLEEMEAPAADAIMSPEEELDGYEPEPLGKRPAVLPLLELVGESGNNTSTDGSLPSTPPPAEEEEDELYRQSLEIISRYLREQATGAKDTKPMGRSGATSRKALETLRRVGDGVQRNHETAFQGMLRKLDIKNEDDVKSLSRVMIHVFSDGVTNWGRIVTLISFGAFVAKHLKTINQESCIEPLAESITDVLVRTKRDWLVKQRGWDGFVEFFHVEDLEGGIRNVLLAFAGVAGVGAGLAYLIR
Rac1 wt modul: alters GTP binding to wildtype human Rac1. GTP binding activity (% of control), % at 10 µM. AID 757. 190,000 tested, 0.27% active. P63000. GST-Rac1 beads, fluorescent GTP binding, flow cytometry; actives lie on both sides; 0 = cold GTP competed, 100 = untreated;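 active = GTP binding activity at least 20 points away from the 100% control level, either lower or higher; inconclusive = compound flagged as likely green fluorescent, judged across all proteins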
Rac1 mut GTP: human Rac1 activated mutant GTP binding change. P63000. GST-Rac1 activated beads, fluorescent GTP binding, flow cytometry; actives lie on both sides; 100% means binding = to untreated wells. percent activity (GTP binding), % at 10 µM. 190,000 tested, 0.11% active. AID 764;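 active = GTP binding at least 20 percentage points away from the 100% baseline, in either direction, so actives lie on both sides; inconclusive = Compound likely fluorescent itself, or too few beads counted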
Pf gamet viab: inhibitors of late stage P. falciparum gametocyte viability. P. falciparum stage V gametocytes, ATP luminescence, 24 h. inhibition, % at 10.9 µM. 150,000 tested, 0.065% active. AID 743093;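 active = inhibition above the mean plus 3 SD of compounds within the control limits, set per campaign, cut at about 38% in these data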;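 also: 0% = DMSO wells and 100% = medium only without gametocytes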
Mcl1 Noxa PPI: Mcl-1/Noxa interaction inhibition; inhibition, % at 21.7 µM; TR-FRET Mcl-1/Noxa peptide binding, 2 h; 220,000 tested, 1.5% active; Q07820;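 active = compounds that cut the protein-peptide binding signal by more than 50% relative to plate controls in a single-dose test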;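 also: His-tagged Mcl-1 with rhodamine Noxa BH3 peptide and terbium anti-His antibody; 0% = Mcl-1 plus Noxa peptide wells and 100% = peptide-only wells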
Rab7 wt modul: alters GTP binding to wildtype dog Rab7; GTP binding activity (percent of control), % at 10 µM; AID 758; GST-Rab7 beads, fluorescent GTP binding, flow cytometry; actives lie on both sides; untreated = 100%, excess cold GTP = 0%; 190,000 tested, 0.055% active;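 active = fluorescent GTP binding to Rab7 beads changed by at least 20 points from the 100% baseline, either direction, mostly lower; inconclusive = compound itself probably fluorescent, or too few beads counted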;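 also: median green fluorescence of bound Bodipy-FL-GTP per Rab7 bead population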
HRas wt GTP: changes GTP binding to wildtype human HRas; GTP binding activity, % at 10 µM; GST-Ras wt beads, Bodipy-FL-GTP binding, flow cytometry; actives lie on both sides; 190,000 tested, 0.14% active; P01112;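 active = GTP binding activity at least 20% away from the 100% baseline, either lowered as inhibitor or raised as activator; inconclusive = flagged as likely green fluorescent, judged across all proteins in the well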;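 also: 0% = unlabeled GTP competition control and 100% = no-compound control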
Target sequence (P01112 whole entry, looked up): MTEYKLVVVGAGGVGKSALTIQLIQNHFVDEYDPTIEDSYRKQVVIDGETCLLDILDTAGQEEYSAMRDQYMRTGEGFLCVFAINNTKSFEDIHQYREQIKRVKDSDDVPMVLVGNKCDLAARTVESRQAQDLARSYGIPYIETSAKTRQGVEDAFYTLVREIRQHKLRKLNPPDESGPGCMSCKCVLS
Rab2A wt mod: changes GTP binding to wildtype dog Rab2A, up or down; P61105; GST-Rab2 wt beads, Bodipy-GTP binding, flow cytometry; 190,000 tested, 0.19% active; GTP binding activity, % at 10 µM;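 active = GTP binding activity at least 20 points away from 100%, either lowered or raised; inconclusive = signal likely due to the compound's own green fluorescence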;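 also: 0% = beads with excess unlabeled GTP and 100% = no-compound control corrected for plate trend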
Cdc42 wt: human Cdc42 wildtype GTP binding change, either direction; P60953; GST-Cdc42 beads, Bodipy-GTP binding, flow cytometry; actives lie on both sides; percent activity (GTP binding), % at 10 µM; 190,000 tested, 0.2% active;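 active = percent activity GTP binding at least 20 points away from the 100% baseline, either down as inhibitor or up as activator; inconclusive = compound flagged as likely green fluorescent from well-wide comparison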;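 also: median bead fluorescence of bound Bodipy-FL-GTP at 100 nM; 0% = excess unlabeled GTP control and 100% = no compound control; below 100% means less GTP binding so inhibitor and above means activator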
Target sequence (P60953 whole entry, looked up): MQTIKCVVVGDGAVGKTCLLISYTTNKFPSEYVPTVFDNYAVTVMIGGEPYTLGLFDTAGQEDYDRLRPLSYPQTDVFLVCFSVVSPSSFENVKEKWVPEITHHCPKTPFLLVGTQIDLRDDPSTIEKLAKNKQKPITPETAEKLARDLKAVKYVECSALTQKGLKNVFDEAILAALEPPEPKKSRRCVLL
Avidin fluor: compound fluoresces at 488/530 nm on avidin beads. AID 1775. fluorescence (KMESF) at 10 µM. compound fluorescence 488/530 nm, flow cytometry; hits give high values. 220,000 tested, 0.38% active; in the data active = fluorescence above about 47; also: inactives centre near 10
GSH fluor: compound fluoresces at 488/530 nm on GSH beads; GSH beads flow cytometry, compound fluorescence 488/530 nm; hits give high values; AID 1776; 190,000 tested, 0.25% active; fluorescence (KMESF) at 10 µM; in the data active = fluorescence above about 89;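 also: glutathione beads carrying GST-tagged Bcl family fusion proteins plus one bare bead set; values are compound well signal with DMSO vehicle wells as background; inactives centre near 16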
Numbers without * were called inactive; ? = inconclusive; nt = no result given. Rows are unselected; any-hit rate near 3%.

The line under a structure holds: Mcl1-Bid inh	Rac1 wt modul	Rac1 mut GTP	Pf gamet viab	Mcl1 Noxa PPI	Rab7 wt modul	HRas wt GTP	Rab2A wt mod	Cdc42 wt	Avidin fluor	GSH fluor
- COc1cc(OC)c(/C=N/NC(=O)c2ccncc2)cc1Br
 : -32	102	99	-3	5	98	101	99	100	11	17
- CC1(C)Cc2[nH]c(=S)c(C#N)cc2CO1
 : -56	105	101	nt	50	100	100	101	104	6	5
- CCOc1ccc(CC(=O)Nc2c(C(=O)Nc3ccccc3)oc3ccccc23)cc1OCC
 : -5	109	99	-3	-9	105	104	102	104	25	22
- Cc1ccc(S(=O)(=O)NC(=NC(C)C(=O)O)c2ccccc2)cc1 (stereo not given)
 : 13	95	96	nt	5	99	98	98	100	43	13
- NS(=O)(=O)c1ccc(CCNC(=O)c2ccc(Br)s2)cc1
 : -13	93	93	-10	4	104	97	99	93	3	11
- CCOC(=O)C1CCN(C(=O)CN(c2ccc3c(c2)OCCO3)S(C)(=O)=O)CC1
 : -14	104	100	nt	2	106	105	107	108	24	11
- O=C1CC(c2nc3ccccc3[nH]2)CN1Cc1ccccc1 (stereo not given)
 : -11	103	99	nt	0	98	100	99	100	6	14
- N#Cc1c(/N=C/c2ccc(Br)s2)sc2c1CCC2
 : -15	101	97	-23	5	102	101	98	100	7	24
- CCn1c(SCC(=O)c2ccc(O)c(O)c2)nnc1-c1ccc(C)cc1
 : -77	98	97	nt	20	101	102	100	101	11	16
- Clc1ccccc1C(c1nnnn1Cc1ccco1)N1CCN(Cc2ccco2)CC1 (stereo not given)
 : -13	94	99	nt	16	96	98	97	97	18	7
- O=C(O/N=C1\CCCc2ccccc21)c1ccc(F)cc1
 : -2	107	100	-19	39	99	99	101	102	11	37
- CCOc1ccc(NS(=O)(=O)c2ccc3[nH]cc(C(=O)NCCOC)c(=O)c3c2)cc1
 : -59	101	96	nt	22	90	98	91	99	22	10
- O=C(CSc1nc2[nH]ncc2c(=O)n1-c1ccccc1Br)NCc1ccco1
 : -35	102	98	nt	20	100	101	102	99	9	6
- O=C(Cn1cc2c(n1)CCCC2)N1CCCc2ccccc21
 : -34	104	98	nt	13	104	102	103	101	6	19
- COc1ccccc1CNC(=O)C(C)NS(=O)(=O)c1ccc(Br)cc1 (stereo not given)
 : 1	104	97	-7	6	97	101	101	100	13	26
- CCC(C)(C(=O)NC1CCCC1)N(Cc1ccco1)C(=O)c1ccc2c(c1)OCO2 (stereo not given)
 : -36	111	100	-16	6	99	100	100	106	12	38
- CCc1ccc(C2N(c3ccc(OC)cc3)C(=O)C3CCCN32)cc1 (stereo not given)
 : 28	95	96	nt	26	99	96	98	96	7	26
- COc1ccc(-c2cc(C(=O)N3CCc4ccccc4C3)no2)cc1OC
 : 2	104	98	nt	6	102	98	98	97	8	37
- COC(=O)c1cc(NC(=O)c2cccc([N+](=O)[O-])c2C)ccc1Cl
 : -20	101	97	17	14	100	99	94	101	9	15
- N#Cc1c(NC(=O)CN2CCOCC2)oc(-c2ccccc2)c1-c1ccccc1
 : -36	88	92	6	nt	92	92	92	93	11	31

Rewritten with tabs: part of the list above
SMILES	Mcl1-Bid inh	Rac1 wt modul	Rac1 mut GTP	Pf gamet viab	Mcl1 Noxa PPI	Rab7 wt modul	HRas wt GTP	Rab2A wt mod	Cdc42 wt	Avidin fluor	GSH fluor
N#Cc1c(/N=C/c2ccc(Br)s2)sc2c1CCC2	-15	101	97	-23	5	102	101	98	100	7	24
CCn1c(SCC(=O)c2ccc(O)c(O)c2)nnc1-c1ccc(C)cc1	-77	98	97	nt	20	101	102	100	101	11	16
Clc1ccccc1C(c1nnnn1Cc1ccco1)N1CCN(Cc2ccco2)CC1 (stereo not given)	-13	94	99	nt	16	96	98	97	97	18	7
O=C(O/N=C1\CCCc2ccccc21)c1ccc(F)cc1	-2	107	100	-19	39	99	99	101	102	11	37
CCOc1ccc(NS(=O)(=O)c2ccc3[nH]cc(C(=O)NCCOC)c(=O)c3c2)cc1	-59	101	96	nt	22	90	98	91	99	22	10
O=C(CSc1nc2[nH]ncc2c(=O)n1-c1ccccc1Br)NCc1ccco1	-35	102	98	nt	20	100	101	102	99	9	6
O=C(Cn1cc2c(n1)CCCC2)N1CCCc2ccccc21	-34	104	98	nt	13	104	102	103	101	6	19

Next results.
The line under a structure holds: Mcl1-Bid inh	Rac1 wt modul	Rac1 mut GTP	Pf gamet viab	Mcl1 Noxa PPI	Rab7 wt modul	HRas wt GTP	Rab2A wt mod	Cdc42 wt	Avidin fluor	GSH fluor
- O=C(CCCSc1nc2ccccc2[nH]1)Nc1nnc(-c2ccccc2)o1
 : -10	106	101	22	7	105	103	100	105	32	20
- CCOc1ccc(NC(=O)COc2ccc(OC)cc2)cc1
 : 1	104	98	2	20	99	100	101	101	10	11
- COc1ccc(C(C)C)cc1S(=O)(=O)N1CCN(C)CC1
 : -4	101	96	nt	-3	99	96	96	96	5	39
- CC(Sc1nnc(-c2cccnc2)n1-c1ccccc1)C(=O)NCc1ccc2c(c1)OCO2 (stereo not given)
 : 3	106	99	-7	8	105	102	102	102	12	38
- CN(C)CCC(=O)NCC1OCCc2ccccc21 (stereo not given)
 : -21	92	93	-4	nt	93	95	95	97	8	38
- Cc1cc(C)c(NC(=O)c2ccoc2C)c(C)c1
 : -16	104	99	-3	16	101	102	102	101	9	15
- CCOc1cccc(C(=O)N2CCCCC2c2cccnc2)c1 (stereo not given)
 : 9	95	94	nt	21	92	96	96	99	14	28
- CC(=O)Nc1ccccc1NC(=O)c1cc(C)cc(C)c1
 : -9	93	94	nt	11	93	92	95	98	8	15
- O=C(CSc1nc2c(c(=O)n1-c1ccc(Cl)cc1)SCC2)NCC1CCCO1 (stereo not given)
 : -17	103	99	nt	9	96	98	100	101	8	27
- COC(=O)c1cccc(NS(=O)(=O)c2ccc(OC)c(OC)c2)c1C
 : -16	102	97	-18	6	99	95	98	99	8	12
- COc1ccccc1OCc1ccc(C(=O)Nc2ccc(Cl)cn2)o1
 : -11	99	95	14	-6	96	94	95	96	12	24
- COC(=O)c1ccc(/C=N/Nc2nc(N3CCCCC3)nc(N3CCCCC3)n2)cc1
 : -18	95	92	nt	15	89	94	97	91	9	25
- Cc1ccc(-c2nc3cnccn3c2Nc2ccccc2)o1
 : -20	109	103	nt	44	103	101	101	101	5	19
- O=C1NC(c2ccc(Br)cc2)Nc2sc3c(c21)CCC3 (stereo not given)
 : -58	96	93	-26	38	102	99	97	96	17	8
- Fc1ccc(CNCc2ccccc2Cl)cc1
 : 28	?	?	3	23	?	?	?	?	23	15
- COc1cccc(C(=O)CSc2nnc(-c3cc(OC)cc(OC)c3)o2)c1
 : -33	101	98	nt	1	98	98	99	97	7	24
- Cc1cc(C)n(C(=O)CSc2nnc(SCC(=O)n3nc(C)cc3C)s2)n1
 : 24	99	96	nt	13	97	98	99	99	38	10
- CC(c1ccccc1)C1CC(=O)N(c2ccc(C(=O)O)cc2)C1=O (stereo not given)
 : -7	101	98	-7	16	101	101	102	103	10	11
- Nc1c(N2CCCC2)cc(Cl)c2nonc12
 : -40	108	99	nt	41	99	103	103	105	10	25
- Cc1cc(C)nc(NC(=O)CSc2nccc(C)n2)n1
 : -24	?	?	2	1	?	?	?	?	11	26
- CCOc1ccc(S(=O)(=O)NCc2ccccc2OC)cc1
 : -23	102	96	-9	19	99	96	96	95	9	14
- CC(C)COc1ccc(S(=O)(=O)NNC(=O)c2cc3ccccc3o2)cc1
 : -28	94	92	nt	14	95	95	92	95	14	7
- Cn1c2c(c(=O)n(C)c1=O)C(C(F)(F)F)(C(F)(F)F)N=C(c1ccccc1Cl)N2
 : -26	101	94	17	3	97	100	96	100	10	8
- CCCSc1nn2c(=O)c3ccccc3nc2s1
 : -19	98	98	nt	5	100	96	96	98	42	30
- COC(=O)c1c(NC(=O)c2ccccc2)sc2c1CC(C)(C)OC2
 : 7	108	101	nt	-3	103	102	104	105	28	24
- COc1ccc(C(=O)Nc2c(Cl)cc(Cl)cc2C(=O)NCCN2CCOCC2)cc1
 : 6	101	94	5	14	94	97	99	98	5	16
- Cc1c(N2C(=O)c3ccc(F)cc3C2=O)c(=O)n(-c2ccccc2)n1C
 : -26	106	100	nt	-8	105	103	104	103	7	17
- CCOCC(=O)N1CCN(c2cccc(Cl)c2)CC1
 : -31	95	94	-9	-1	92	96	96	99	6	15
- O=C(Cn1nnc(-c2ccc(CN3CCOCC3)cc2)n1)N1CCCc2ccccc21
 : -3	99	98	nt	-5	100	98	96	101	8	5
- O=C(C1CCCN(S(=O)(=O)c2cccc3nsnc23)C1)N1CCc2ccccc21 (stereo not given)
 : -19	106	101	-5	29	100	101	99	100	8	13
- CCOC(=O)C1(CCc2ccccc2)CCN(C(=O)c2occc2C)CC1
 : -11	101	97	-9	7	104	101	102	102	3	12
- O=C(CSc1nnc(C2CC2)n1-c1ccccc1)NCCc1ccc(F)cc1
 : 8	99	97	-15	7	96	99	96	98	8	11
- Cn1cc(CCNC(=O)CCc2nnc(CCCCc3ccccc3)o2)cn1
 : -6	100	97	-32	5	101	98	100	96	11	26
- COc1ccc(C(=O)Nc2ccc(S(=O)(=O)NC(C)C)cc2)cc1
 : -4	105	98	6	2	103	105	101	101	7	42
- O=C(NCC(=O)N(c1cccnc1)C(C(=O)NC1CCCC1)c1ccc(F)cc1)c1ccco1 (stereo not given)
 : -12	100	94	-4	0	105	99	98	95	13	23
- Cc1c(C(c2cccc(O)c2)c2c(C)n(C)n(-c3ccccc3)c2=O)c(=O)n(-c2ccccc2)n1C
 : -19	107	100	nt	10	98	100	100	100	16	16
- CCCCN(CC)C(=O)c1cc2cc3ccc(OC)cc3nc2o1
 : -16	98	98	-12	3	95	96	96	99	14	25
- Cc1ccc(C(=O)NCCc2csc(-c3cccnc3)n2)cc1
 : -10	101	99	nt	-10	102	100	101	100	6	28
- Cc1cc(C)nc(NS(=O)(=O)c2ccc(NC(=O)CSc3nc(-c4ccccc4)c(C#N)c(=O)[nH]3)cc2)n1
 : -17	86	81	0	29	91	85	84	82	6	22

Assay outcomes from PubChem.
